# Source: PubChem BioAssay
# CatB mixtures: human cathepsin B inhibition by mixtures | P07858 | AID 488 | Purified cathepsin B, AMC dipeptide fluorescence, compound mixtures | inhibition, %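 (ten-compound pools at 5 µM per compound and 50 µM total)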 | 62,000 tested, 0.06% active; in the data active = inhibition above about 22%, passing the limit was not always enough;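 note: 0% = enzyme without compound and 100% = no enzyme blank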
# AP complement: alternative pathway complement inhibition, orthogonal assay; 62,000 tested, 0.08% active; Human serum alternative complement pathway, LPS-coated ELISA, C3 deposition; tested in compound mixtures; inhibition, % at 5 µM; AID 1235;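 active = inhibition above 30% in each of the two pooled mixtures holding the compound, so the lower value exceeds 30%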;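 note: 0% = serum in Mg-EGTA without compound and 100% = EDTA serum blank; some compounds past the cut are filed as inactive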
#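 Medium: diluted human serum in Mg2+-EGTA GVB++. Assay system: human serum complement alternative pathway, C3 deposition onto LPS. Also added: Plate-bound LPS. Technique: Anti-C3 ELISA, OD 450 nm. Measure: percent inhibition. Incubation: 1 h at 37 °C. Dosing: 5 µM each compound, pools of ten, 50 µM per pool.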
# Cdc25B inh: inhibitors of human Cdc25B phosphatase | recombinant Cdc25B, OMFP fluorescence Ex485/Em525 | P30305 | AID 368 | inhibition, %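 (compounds tested at 10 µM final in the well)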 | 65,000 tested, 0.1% active; in the data active = inhibition above about 50%
# Target sequence (P30305 whole entry, looked up): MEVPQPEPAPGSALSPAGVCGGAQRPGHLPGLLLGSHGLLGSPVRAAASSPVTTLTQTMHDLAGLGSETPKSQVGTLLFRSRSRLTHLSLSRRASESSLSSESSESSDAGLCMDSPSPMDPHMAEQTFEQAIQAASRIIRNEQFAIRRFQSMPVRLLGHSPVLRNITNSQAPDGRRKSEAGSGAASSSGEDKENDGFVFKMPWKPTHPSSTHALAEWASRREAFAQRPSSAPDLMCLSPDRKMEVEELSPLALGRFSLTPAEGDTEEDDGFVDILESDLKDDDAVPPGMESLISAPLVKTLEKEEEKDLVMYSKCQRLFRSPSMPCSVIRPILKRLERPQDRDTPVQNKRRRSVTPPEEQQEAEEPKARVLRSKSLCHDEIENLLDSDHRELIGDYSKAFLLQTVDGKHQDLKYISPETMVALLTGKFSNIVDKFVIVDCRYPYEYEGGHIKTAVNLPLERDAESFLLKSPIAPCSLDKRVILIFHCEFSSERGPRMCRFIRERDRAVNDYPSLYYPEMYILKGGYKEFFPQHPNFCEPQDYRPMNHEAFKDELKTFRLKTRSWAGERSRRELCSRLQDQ
# Hsp90 block: displaces geldanamycin probe from tumor Hsp90; AID 429; P07900; inhibition, % at 30 µM; 64,000 tested, 0.35% active; NCI-N417 lysate Hsp90, Cy3B-geldanamycin FP displacement;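 active = inhibition above 50%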;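 note: 0% = tracer plus lysate wells and 100% = tracer alone without lysate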
# D1 allo mod: allosterically modulates the human D1 dopamine receptor | HEK293 D1, CRE-luciferase, dopamine EC30 potentiation; actives deviate in either direction | 58,000 tested, 5.9% active | B-score at 10 µM | AID 641 | P21728;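 active = luminescence count or its row- and column-corrected plate score outside the 99.7% band of the plate's sample wells, on either side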
# Target sequence (P21728 whole entry, looked up): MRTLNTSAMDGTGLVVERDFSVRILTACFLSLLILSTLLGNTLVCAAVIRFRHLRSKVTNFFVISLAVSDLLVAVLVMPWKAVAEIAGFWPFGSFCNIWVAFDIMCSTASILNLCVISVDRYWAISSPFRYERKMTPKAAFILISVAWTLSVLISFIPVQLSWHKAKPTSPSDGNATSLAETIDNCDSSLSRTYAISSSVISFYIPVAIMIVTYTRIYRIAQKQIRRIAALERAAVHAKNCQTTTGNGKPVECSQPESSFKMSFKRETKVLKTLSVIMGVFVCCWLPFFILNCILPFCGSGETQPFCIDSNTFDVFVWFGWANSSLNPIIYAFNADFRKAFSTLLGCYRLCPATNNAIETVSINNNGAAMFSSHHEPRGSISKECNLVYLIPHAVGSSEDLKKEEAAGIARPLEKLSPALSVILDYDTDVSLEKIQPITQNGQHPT
# MKP-1 inh: inhibitors of human MKP-1 phosphatase; 65,000 tested, 0.15% active; inhibition, %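 (compounds tested at a single concentration somewhere between 10 and 100 µM)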; recombinant MKP-1, OMFP hydrolysis fluorescence; P28562;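 active = inhibition above about 50%, limit read from the data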;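 note: 0% = DMSO max control wells and 100% = wells with enzyme stopped by NaOH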
# Ec RNAP inh: Escherichia coli RNA polymerase inhibition | 62,000 tested, 0.2% active | E. coli RNA polymerase, fluorescence transcription assay | inhibition, %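 (tested at 10 µM)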 | P0A8V2 | AID 559; in the data active = inhibition above about 20%;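 note: 0% = enzyme without compound and 100% = no enzyme blank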
# CatB block: blocks human cathepsin B protease activity; P07858; purified cathepsin B, fluorogenic substrate, fluorescence; AID 453; inhibition, %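 (tested at 10 µM)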; 63,000 tested, 0.1% active; in the data active = inhibition above about 21%;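 note: 0% = enzyme with no compound and 100% = no enzyme blank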
# tolC growth inh: growth inhibitors of E. coli BW25113 tolC mutant | growth inhibition, % at 10 µM (by protocol) | 65,000 tested, 2.2% active | OD615;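 active = growth inhibition at or above a cutoff equal to the mean over every tested compound plus 3 SD, cut at about 60% in these data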;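 note: growth measured after 20 h incubation at 37 °C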
#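 System: E. coli ΔtolC::kan strain BW25113; Buffer or medium: LB broth supplemented with 50 µg/mL kanamycin; Compound: 10 µM final, single dose; Incubation: bacterial growth with compound for 20 h at 37 °C; Signal: A615 absorbance measurement; Evaluation: growth inhibition in percent.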
# Active calls of the source: *; . = no result given; & = joins results of further samples.
no.	SMILES	CatB mixtures	AP complement	Cdc25B inh	Hsp90 block	D1 allo mod
1	CCN(CCCNC(=O)c1c(C)cc(=O)oc1C)c1cccc(C)c1	5	17	-2	1	-0.86
2	CNCCCC1c2ccccc2C=Cc2ccccc21	3	-5	-22	-3&-2	-5.2
3	COc1ccccc1-n1c(=O)c2c3c(sc2n2c(SC(C)C)nnc12)CCC3	2	2	-24	-4	4.4
4	COCCCNC(=O)Cn1ncc2c(=O)oc3ccccc3c21	4	11	-18	0	-0.81
5	O=S(=O)(c1ccc(OCC(O)CN2CCN(c3ccccc3Cl)CC2)cc1)N1CCOCC1 (stereo not drawn)	-1	8	-39	-2	0.14
6	COc1cc(CN2CCN(C(=O)CC(C)C)CC2)cc(OC)c1O	0	13	-11	-2	-0.016
7	CC(C)(C)NC(=O)C1N(c2cccnc2)C(=O)C2C(C(=O)Nc3ccccc3)C3(C)C=CC21O3 (stereo not drawn)	0	24	-8	1	-0.067
8	COc1cc(C2C(C(=O)c3ccc(C)o3)=C(O)C(=O)N2Cc2cccnc2)ccc1O (stereo not drawn)	2	-13	-11	-3	0.016
9	CCOC(=O)CSc1nnnn1-c1cc(OC)c(Cl)cc1OC	-1	-8	51*	0	.
10	O=C(CSc1nnc(Cn2c(=O)sc3ccccc32)n1-c1ccccc1)N1CCOCC1	3	15	4	-3	-0.38
11	N#Cc1nc(COc2ccccc2F)oc1N1CCCCCC1	4	0	-1	-6	3
12	O=C(c1ccc(S(=O)(=O)N2CCOCC2)cc1)N1CCN(c2cccc(Cl)c2)CC1	3	11	-5	0	-0.75

no.	MKP-1 inh	Ec RNAP inh	CatB block	tolC growth inh
1	33	4	-1	6
2	-21	6	4	-2
3	-2	6	-2	14
4	9	4	6	-8
5	6	1	6	10
6	6	4	4	-16
7	9	0	0	-7
8	5	5	9	-11
9	6	9	4	-18
10	24	0	2	-7
11	-8	10	4	53
12	18	4	2	24

# More entries
no.	SMILES	CatB mixtures	AP complement	Cdc25B inh	Hsp90 block	D1 allo mod
13	Cc1noc(C)c1C(=O)OCC(=O)Nc1ccccc1C(=O)NC(C)c1ccccc1 (stereo not drawn)	6	5	-12	-1	1.4
14	COc1ccc(C2=NCC(CSc3nnc(-c4ccc5c(c4)OCO5)o3)S2)cc1 (stereo not drawn)	4	2	-6	5	1.5
15	Nc1ccc(N2CCOCC2)c(Cl)c1	10	28	-13	-1	-0.36
16	Cn1c(=O)c2c(nc(NCCc3ccccc3)n2CC(=O)NCCc2ccccc2)n(C)c1=O	-4	21	-18	6	-0.13
17	CC1CCCN(CCCNC(=O)c2coc3nc4ccccc4nc23)C1 (stereo not drawn)	7	12	6	-32	0.94
18	COc1ccc(N=C2SCC(=O)N2c2ccc(OC)cc2)cc1	-1	10	-1	-2	0.09
19	CCn1c(=O)cc(SCC(=O)NCc2cccnc2)c2ccccc21	4	18	-17	-5	0.21
20	CCOc1ccc(NC(=O)Nc2ccc3nccnc3c2)cc1	1	-1	1	1	-0.64
21	COCCn1nnnc1C(C(C)C)N(Cc1cccnc1)Cc1cc2cc(OC)ccc2[nH]c1=O (stereo not drawn)	0	21	3	0	1.4
22	CCCSC1=N/C(=C\C=C\c2ccco2)C(=O)S1	5	20	3	-11	0.8
23	NCCCCCc1nnc(SCC(=O)Nc2cccc(Cl)c2)o1	-1	12	-5	-3	0.45
24	COc1ccc(NC(=O)Cn2nc(C(F)(F)F)c3c2CCCC3)c(OC)c1	1	20	-5	-1	0.1

no.	MKP-1 inh	Ec RNAP inh	CatB block	tolC growth inh
13	0	9	0	12
14	9	5	8	21
15	2	3	-1	-26
16	6	-10	-4	11
17	2	-16	-3	-3
18	2	7	6	26
19	7	4	-1	-9
20	6	4	3	12
21	5	4	-2	-5
22	-8	7	-2	16
23	12	3	1	-28
24	-26	-3	0	-17

# Remaining list, next part:
no.	SMILES	CatB mixtures	AP complement	Cdc25B inh	Hsp90 block	D1 allo mod
25	COc1cccc(-n2c(Cc3cc(=O)[nH]c(=O)[nH]3)nnc2SCc2cccnc2)c1	3	18	4	0	0.0044
26	CN(C)S(=O)(=O)c1cccc(C(=O)NCc2ccco2)c1	4	19	7	0	0.79
27	CC1CCCN(S(=O)(=O)c2ccc(S(=O)(=O)N3CCCN(Cc4ccccc4)C3)cc2)C1 (stereo not drawn)	1	6	-2	1	0.41
28	CCCCOC(=O)Nc1nnc(CCOCC)s1	3	-1	-3	0	0.095
29	COc1ccc(-n2nc3c(c2NC(=O)c2c(-c4ccccc4Cl)noc2C)CS(=O)(=O)C3)cc1	4	7	-5	1	0.16
30	CCOC(=O)c1c(C)c(C(=O)NC(C)COC)c(C)n1C (stereo not drawn)	1	8	-1	3	.
31	COc1ccc(-c2c(=O)n(OCc3ccccn3)c3ccccc3[n+]2[O-])cc1OC	4	-6	-4	0	-0.81
32	Cc1nc2ncnn2c(C)c1CCC(=O)Nc1csc(N)n1	2	16	-3	-2	0.072
33	O=S(=O)(c1ccc(-c2csc(-c3cccnc3)n2)cc1)N1CCCCC1	1	1	-18	-12	0.042
34	CCOC(=O)c1ccc(NC(=O)Nc2ccc(S(N)(=O)=O)cc2)cc1	-3	7	-4	1	-0.36
35	O=S(=O)(Cc1cccc(F)c1)c1c[nH]c2ccccc12	4	3	2	-3	-0.36
36	CCOc1ccc(C2CC(=O)NC(SC)=C2C#N)cc1 (stereo not drawn)	1	7	-14	-3	-0.041

no.	MKP-1 inh	Ec RNAP inh	CatB block	tolC growth inh
25	6	-2	-1	-13
26	-21	0	2	-14
27	4	11	-4	11
28	-7	4	1	-6
29	24	3	4	2
30	24	0	4	-18
31	3	8	5	0
32	-8	1	15	3
33	7	6	3	21
34	0	-1	-1	6
35	16	4	3	5
36	11	10	-1	-7

# The list continues.
no.	SMILES	CatB mixtures	AP complement	Cdc25B inh	Hsp90 block	D1 allo mod
37	COc1nc(N2CCCCCC2)nc(N2CCCCCC2)n1	3	0	-1	0	0.018
38	Cc1ccc2oc(=O)c3cnn(CC(=O)NCCN4CCOCC4)c3c2c1	-1	4	1	-2	-0.48
39	O=C(NCC(=O)N(CCc1ccccc1)C(C(=O)NC1CCCCC1)c1ccncc1)c1ccco1 (stereo not drawn)	18	14	-2	-5	0.66
40	O=C(CC1NC(=O)NC1=O)NC1(C(=O)NC2CCCCC2)CCCCC1 (stereo not drawn)	-7	8	3	.	-0.63
41	Cc1ccccc1-n1nc2c(c1NC(=O)c1ccc(S(=O)(=O)N(C)C)cc1)CSC2	-1	25	-3	-4	-1
42	O=S(=O)(c1ccccc1)c1nc(Nc2ccccc2N2CCOCC2)sc1Cl	0	4	-29	-4	-0.54
43	Clc1ccc(OCCCn2cncn2)cc1Cl	3	-15	-5	-2	0.74
44	Cc1noc(/C=C/c2ccco2)c1S(=O)(=O)N1CCC(C(=O)N(C)Cc2ccccc2)CC1	3	8	2	-13	.
45	Cc1cc2c(c(=O)n1CC1CCCO1)C(c1ccc3c(c1)OCO3)C(C#N)=C(N)O2 (stereo not drawn)	.	.	30	-4	-0.38
46	CCOC(=O)C1=C(C)N=C2SC(CC)C(=O)N2C1c1ccc(OC(C)=O)c(OCC)c1 (stereo not drawn)	2	13	-11	0	1.7
47	O=C(Cn1nc(C(=O)O)c2ccccc2c1=O)NCC1CCCO1 (stereo not drawn)	2	11	-4	.	1.1
48	Cc1ccc2[nH]c(=O)c(CN(CCCN3CCOCC3)Cc3nnnn3C3CCCC3)cc2c1	-1	8	-2	0	-1.3

no.	MKP-1 inh	Ec RNAP inh	CatB block	tolC growth inh
37	2	-1	4	42
38	5	3	3	-7
39	-11	-1	0	0
40	0	3	1	-10
41	25	-6	-4	2
42	7	6	4	43
43	-14	6	2	-5
44	16	5	9	20
45	-3	11	3	1
46	7	-1	-6	2
47	-6	8	6	0
48	19	-4	0	-5

# Later entries
no.	SMILES	CatB mixtures	AP complement	Cdc25B inh	Hsp90 block	D1 allo mod
49	CN(C(=O)c1ccc(Cl)c(S(=O)(=O)N2CCOCC2)c1)c1ccccc1C(=O)O	-2	5	-17	1	-0.4
50	CC1CCN(S(=O)(=O)c2ccc3c(c2)oc(=O)n3CC(=O)NCc2ccc3c(c2)OCO3)CC1	2	11	-12	1	-0.64
51	CCOC(=O)N1CCN(C(=O)c2ccc3c(=O)n4c(nc3c2)CCCCC4)CC1	-1	8	-3	0	-0.024
52	CCOC(=O)N1CCN(C(=O)CSCC(=O)Nc2nc(-c3ccc4c(c3)OCO4)cs2)CC1	2	10	-2	-2	-0.88
53	CC(=O)N1CCN(c2ccc(NCc3ccccc3)cc2)CC1	1	-15	-4	12	0.048
54	CC(O)CNc1nc2c(c(=O)n(C)c(=O)n2C)n1Cc1cccc(C(F)(F)F)c1 (stereo not drawn)	.	.	-26	-3	.
55	CCC(C)C(=O)Nc1cc(C(=O)OC)cc(C(=O)OC)c1 (stereo not drawn)	4	8	3	-1	-0.0041
56	COc1ccc(NC(=O)COn2nnc3ccc(Cl)cc32)cc1OC	2	11	4	-2	-2.6*
57	CCOC(=O)C(C)Sc1nc(-c2ccco2)cc(C(F)(F)F)c1C#N (stereo not drawn)	-3	13	6	-10	-1.3
58	COc1ccc(NC(=O)CN(c2ccccc2)S(=O)(=O)N(C)C)cc1OC	1	-7	0	2	-1.8

no.	MKP-1 inh	Ec RNAP inh	CatB block	tolC growth inh
49	-3	1	5	-3
50	35	-5	-1	4
51	19	2	2	-3
52	31	-2	1	6
53	-17	5	4	-3
54	-14	1	-2	19
55	18	5	1	-16
56	3	1	2	24
57	13	-9	-6	31
58	5	3	0	-7

# Ordered by SMILES length (highest first): some entries from above
no.	SMILES	CatB mixtures	AP complement	Cdc25B inh	Hsp90 block	D1 allo mod
50	CC1CCN(S(=O)(=O)c2ccc3c(c2)oc(=O)n3CC(=O)NCc2ccc3c(c2)OCO3)CC1	2	11	-12	1	-0.64
48	Cc1ccc2[nH]c(=O)c(CN(CCCN3CCOCC3)Cc3nnnn3C3CCCC3)cc2c1	-1	8	-2	0	-1.3
54	CC(O)CNc1nc2c(c(=O)n(C)c(=O)n2C)n1Cc1cccc(C(F)(F)F)c1 (stereo not drawn)	.	.	-26	-3	.
51	CCOC(=O)N1CCN(C(=O)c2ccc3c(=O)n4c(nc3c2)CCCCC4)CC1	-1	8	-3	0	-0.024
58	COc1ccc(NC(=O)CN(c2ccccc2)S(=O)(=O)N(C)C)cc1OC	1	-7	0	2	-1.8
57	CCOC(=O)C(C)Sc1nc(-c2ccco2)cc(C(F)(F)F)c1C#N (stereo not drawn)	-3	13	6	-10	-1.3
56	COc1ccc(NC(=O)COn2nnc3ccc(Cl)cc32)cc1OC	2	11	4	-2	-2.6*
55	CCC(C)C(=O)Nc1cc(C(=O)OC)cc(C(=O)OC)c1 (stereo not drawn)	4	8	3	-1	-0.0041
53	CC(=O)N1CCN(c2ccc(NCc3ccccc3)cc2)CC1	1	-15	-4	12	0.048

no.	MKP-1 inh	Ec RNAP inh	CatB block	tolC growth inh
50	35	-5	-1	4
48	19	-4	0	-5
54	-14	1	-2	19
51	19	2	2	-3
58	5	3	0	-7
57	13	-9	-6	31
56	3	1	2	24
55	18	5	1	-16
53	-17	5	4	-3
